# High-throughput results as filed in PubChem BioAssay.
# Runt-SMMHC FRET – inhibitors of RUNX1 Runt–CBFb-SMMHC binding, primary screen, biochemical, FRET, Cerulean-Runt, Venus-CBFb-SMMHC, uHTS; Runt-related transcription factor 1 (Homo sapiens) + Core-binding factor subunit beta …; Cerulean-Runt/Venus-CBFb-SMMHC FRET ratio 530/480, 1 h; inhibition, % at 20 µM; 220,000 compounds, 0.74% hits; AID 1434, 2008;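 active = mean inhibition across duplicate retests at 20 µM reaching about 50%, limit read from the data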;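 note: 0% = DMSO wells and 100% = wells with excess untagged CBFb-SMMHC; inhibitors lower the FRET ratio by blocking Runt binding to CBFb-SMMHC; some results filed as inactive read as strong as hits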
# EBV gp42 block – Epstein-Barr virus gp42 inhibitors, primary screen, biochemical, uHTS, fluorescence polarization; Fluorescence polarization binding assay, mP read-out; 220,000 compounds, 0.42% hits; Glycoprotein 42 (Epstein-Barr virus (strain AG876)), Q1HVG2; inhibition, % (tested at 21.74 µM); in the data active = inhibition above about 50%
# Target sequence (Q1HVG2 whole entry, looked up): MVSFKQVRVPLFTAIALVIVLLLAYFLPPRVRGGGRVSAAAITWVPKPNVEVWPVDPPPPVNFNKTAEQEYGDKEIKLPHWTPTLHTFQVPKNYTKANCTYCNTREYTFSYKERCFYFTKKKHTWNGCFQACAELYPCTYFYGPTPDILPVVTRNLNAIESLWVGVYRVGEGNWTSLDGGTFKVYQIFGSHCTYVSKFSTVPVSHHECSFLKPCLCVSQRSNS
# Mdm2 ligase inh – MDM2-luciferase reporter signal enhancers, primary screen, MDM2 E3 ligase inhibitor project, cell-based, luminescence, 1536-well; cell-based MDM2 ubiquitination luciferase reporter, 2 h; 0 = plate control, 100 = twice control, blank-subtracted; AID 1230, 2008; 210,000 compounds, 0.11% hits; signal enhancement, % at 5 µM;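 active = signal enhancement of 30% or more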;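 note: luminescence tracks abundance of the self-degrading MDM2-luciferase fusion protein; higher signal means inhibition of MDM2 E3 ligase activity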
# Target sequence (Q00987 whole entry, looked up, the tested form may be a part): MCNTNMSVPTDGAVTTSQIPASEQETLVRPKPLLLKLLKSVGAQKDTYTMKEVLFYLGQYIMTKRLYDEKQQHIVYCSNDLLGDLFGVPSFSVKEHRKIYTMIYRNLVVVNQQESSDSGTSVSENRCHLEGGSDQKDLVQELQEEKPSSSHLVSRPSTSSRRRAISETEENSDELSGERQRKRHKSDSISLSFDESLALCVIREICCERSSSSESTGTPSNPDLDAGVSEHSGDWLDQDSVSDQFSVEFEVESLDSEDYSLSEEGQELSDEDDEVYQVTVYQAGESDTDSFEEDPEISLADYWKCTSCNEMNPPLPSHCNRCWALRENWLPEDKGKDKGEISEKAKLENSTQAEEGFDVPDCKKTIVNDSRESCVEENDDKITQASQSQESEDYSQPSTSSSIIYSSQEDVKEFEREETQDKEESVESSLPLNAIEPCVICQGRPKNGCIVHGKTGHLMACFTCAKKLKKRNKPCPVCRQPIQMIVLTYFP
#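 test system = mammalian cells stably expressing self-ubiquitinating, self-degrading MDM2 E3–luciferase fusion | quantity = 2000 cells/well | incubation = cell settling 4 h, compound treatment 2 h, both 37 °C | signal = luminescence with SteadyLite reagent, 15 min at room temperature | evaluation = % enhancement relative to plate controls after blank subtraction | benchmarks = plate controls and plate blanks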
# PPC-1+TRAIL kill – compounds killing PPC-1 cancer cells with TRAIL present, primary screen, TRAIL potentiator project, ATPLite luminescence, uHTS; cell killing (% activity), % at 4 µM; AID 1443, 2008; 220,000 compounds, 0.41% hits; PPC-1 cells + TRAIL, ATPLite viability luminescence;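 active = cell killing above 50% in the first pass at 4 µM, then a duplicate retest at 5 µM averaging 50% or more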;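 note: plate controls were cells with TRAIL plus DMSO for no effect and medium-only wells lacking cells for full effect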
# TRPN1 ag – zebrafish TRPN1 channel agonists, primary screen, cell-based, HEK293, calcium fluorescence | transient receptor potential cation channel N1 (TRPN1/NompC), Danio rerio | activation, % at 3 µM | 220,000 compounds, 0.18% hits | HEK293 zebrafish TRPN1-YFP, Fluo-8 calcium fluorescence; 100% = response to 87 µM carbachol;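 active = activation above its plate's cutoff, the mean activation of test wells on that plate plus 3 SD, cut at about 19% in these data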;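 note: 0% = DMSO alone and 100% = 87 µM carbachol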
#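 Material: zebrafish TRPN1-YFP in HEK293 cells; Doses: single test compound dose, 3 µM nominal, 0.3% DMSO; Timing: dye loading 1 h at 37 °C, then 30 min room temperature; Technique: intracellular calcium fluorescence with Fluo-8; Benchmarks: high carbachol 87 µM, low DMSO alone.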
# TRPML3 ag – human TRPML3 channel agonists, primary screen, cell-based, HEK293 TRPML3-YFP, Fluo-8 calcium fluorescence, 3 µM | Mucolipin-3 (Homo sapiens), Q8TDD5 | 100% = the carbachol control signal | activation, % at 3 µM | 220,000 compounds, 0.29% hits;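 active = activation above its plate's cutoff, the mean activation of the plate's test wells plus 3 SD, cut at about 12% in these data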;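 note: 0% = DMSO only wells and 100% = carbachol wells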
#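 Material: TRPML3-YFP stable HEK293 cells | Dosing: One concentration, 3 µM nominal, 0.3% DMSO | Timing: 125 s total fluorescence read per well | Technique: Fluo-8 calcium dye fluorescence, ex 470-495, em 515-575 nm | Measure: Percent activation from peak-to-basal fluorescence ratio, scaled between DMSO and carbachol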
# CHOP inh – inhibitors of CHOP promoter induction, primary screen, cell-based, unfolded protein response, luciferase reporter. 220,000 compounds, 3.8% hits. inhibition, % at 10 µM. CHO-K1 CHOP-promoter luciferase, tunicamycin-induced, 15-18 h. AID 2732, 2010;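 active = compounds that reduced the stress-induced luciferase reporter signal by more than about 70% of percent inhibition, limit read from the data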;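 note: 0% = tunicamycin plus vehicle and 100% = wells without tunicamycin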
# TNF necrop inh – inhibitors of TNF-alpha triggered necroptosis, primary screen, cell-based, Jurkat FADD-/-, single concentration | Jurkat FADD-/- TNF necroptosis rescue, ATP luminescence, 24 h; 0 = TNF only, 100 = no-TNF cells | activation (protection from cell death), % at 10 µM | 220,000 compounds, 0.068% hits;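 active = activation, meaning protection from cell death, of at least 50% relative to plate controls; inactive = activation below 50%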;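 note: necroptosis triggered by 40 ng/mL TNF-alpha added together with compound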
# NCF1 inh – p47phox/p22phox peptide binding inhibitors, primary screen, biochemical, uHTS, NADPH oxidase regulatory subunit | Neutrophil cytosol factor 1 (Homo sapiens), P14598 | inhibition, % at 24.7 µM | fluorescence polarization, 2 h | 220,000 compounds, 0.53% hits;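 active = inhibition above about 30%, limit read from the data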;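 note: 0% = p47phox with labelled peptide and 100% = labelled peptide alone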
# Target sequence (P14598 whole entry, looked up): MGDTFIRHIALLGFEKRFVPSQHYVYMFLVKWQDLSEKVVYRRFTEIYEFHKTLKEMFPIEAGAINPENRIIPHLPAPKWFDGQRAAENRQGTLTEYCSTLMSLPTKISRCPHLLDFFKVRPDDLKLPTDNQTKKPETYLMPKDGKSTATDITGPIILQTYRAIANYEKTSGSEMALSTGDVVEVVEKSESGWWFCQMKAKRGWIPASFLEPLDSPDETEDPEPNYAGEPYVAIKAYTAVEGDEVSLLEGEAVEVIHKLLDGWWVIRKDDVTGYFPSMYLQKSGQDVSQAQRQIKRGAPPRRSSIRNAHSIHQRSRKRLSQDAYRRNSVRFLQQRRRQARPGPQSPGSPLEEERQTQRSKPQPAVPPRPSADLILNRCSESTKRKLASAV
# An asterisk follows results filed as active; . = no result given.
SMILES,Runt-SMMHC FRET,EBV gp42 block,Mdm2 ligase inh,PPC-1+TRAIL kill,TRPN1 ag,TRPML3 ag,CHOP inh,TNF necrop inh,NCF1 inh
O=C(O)CCSc1nc2ccccc2n1CCOc1ccccc1,0.8,-15.4,-4.2,8.6,1.1,0.2,23.7,-0.9,5.2
CCOC(=O)C1CCCN(c2c(N3CCN(c4ccccn4)CC3)c(=O)c2=O)C1 (centres undefined),-1.5,-6.3,-31.8,11.1,0.6,0.1,6.4,2.2,-20.6
CC1COC2C(O1)N(S(C)(=O)=O)CCN2S(C)(=O)=O (centres undefined),-0.6,-8.6,-5.0,26.5,1.8,0.1,4.1,-0.1,-7.0
O=S(=O)(Nc1nc2ccccc2s1)c1cnc(Cl)c(Br)c1,-1.9,3.0,-6.8,6.5,0.4,1.3,3.8,1.1,-19.6
COC(=O)c1ccc(NC(=O)CSC2=NCCN2)cc1,4.1,-3.3,-8.6,11.9,1.7,0.7,13.9,-7.7,2.2
[O-]/C(=C(\C(=S)NCc1ccc2c(c1)OCO2)[n+]1ccccc1)c1ccc(Cl)s1,0.1,-2.3,-18.6,0.7,0.4,0.7,-15.4,-0.6,-2.1
Cc1ccc(C(=O)NC(=S)N2CCN(C(=O)OC(C)(C)C)CC2)cc1Br,-2.0,-9.7,-9.5,1.9,1.0,0.9,-11.6,-0.2,-1.9
Cc1ccc(OCC(=O)NC(=S)Nc2cccc(NC(=O)c3ccc(Cl)cc3Cl)c2)cc1,1.6,2.0,-14.2,-0.1,1.3,-0.1,18.0,-1.7,-8.9
O=C(Cc1nnc(NC(=O)c2ccccc2)s1)N/N=C/c1ccco1,-4.2,-47.6,-3.2,17.7,1.4,0.8,21.7,1.3,-20.5
Cc1ccc(/C=N/Nc2ccc(C(=O)O)cc2)s1,-2.7,3.3,1.7,18.6,-1.9,0.3,75.2*,-1.6,-9.7
CCCn1ncc(CN2CCC(Cc3cccc(F)c3)(C(=O)OCC)CC2)c1C,0.3,-7.8,-14.2,25.8,0.9,0.8,36.7,1.3,-8.6
CC(=O)Nc1ccc(C)c(NC(=S)Nc2ccc(F)cc2)c1,-3.4,-12.6,-9.6,5.3,1.6,0.5,-8.5,1.9,-6.2
COc1ccc(-n2cccc2/C=C2/NC(=O)N(c3cccc(Cl)c3)C2=O)cc1,0.3,-80.8,-7.5,-0.6,-1.4,0.5,20.2,1.1,-21.6
C[N+]1(CCOS(=O)C23CC4CC(CC(C4)C2)C3)CCOCC1 (centres undefined),5.7,-61.5,-11.4,-7.1,1.6,1.1,13.3,-1.5,-7.3
CCCNC(=O)c1ccccc1NC(=O)Nc1ccccc1C,-1.5,-1.8,-12.4,1.3,-1.0,0.3,7.1,1.1,-3.6
Cc1ccc(OCCNC(=O)/C=C/c2ccccc2)cc1C,-4.5,3.9,-7.9,0.5,-1.1,-0.9,12.1,2.0,-23.7
COc1ccc(NC(=O)CN2CCN(CC(=O)Nc3ccccc3Cl)CC2)c(OC)c1,-2.0,-2.1,-15.2,-15.7,0.4,0.5,27.6,-2.8,-6.2
O=C(NOC(=O)c1cc(Br)ccc1Cl)c1cccs1,-0.3,-23.0,-4.9,23.8,0.1,0.6,15.4,-0.7,-20.5
COc1ccccc1C(=O)NC(C)C(c1cccs1)N1CCN(C)CC1 (centres undefined),-7.0,-16.5,.,9.4,0.9,0.6,-21.7,0.6,-22.7
CC(C)(C)C(=O)Nc1ccc(C(=O)N/N=C/c2ccccc2OC(=O)c2ccc(Cl)cc2Cl)cc1,4.4,-22.4,-14.4,21.3,-0.3,0.8,12.2,-16.0,-1.4
COc1cc(/C=N\NC(=O)c2ccccc2F)ccc1Oc1ccc([N+](=O)[O-])cn1,0.3,-4.6,4.0,-8.3,1.9,0.7,11.8,-7.8,-6.5
COc1ccc2c(c1)c(=O)oc1cc(O)ccc12,30.9,-6.0,-3.9,-1.3,0.2,0.1,21.6,-0.7,-1.7
C=CCn1c(SCC(=O)c2c(N)n(CCC)c(=O)n(C)c2=O)nc2sc(CC)cc2c1=O,-6.6,-19.4,0.3,7.2,0.3,0.1,21.7,-1.1,-23.7
CCOc1ccc(NC(=O)[C@@H](NC(=O)OCc2ccccc2)[C@@H](C)CC)cc1,-0.1,-19.8,6.6,2.9,-2.3,-0.2,19.9,1.0,-3.6

# Three compounds from above, arranged by their value in CHOP inh, low to high.
compound	Runt-SMMHC FRET	EBV gp42 block	Mdm2 ligase inh	TRPML3 ag	CHOP inh	NCF1 inh
CCCNC(=O)c1ccccc1NC(=O)Nc1ccccc1C	-1.5	-1.8	-12.4	0.3	7.1	-3.6
COc1ccc2c(c1)c(=O)oc1cc(O)ccc12	30.9	-6.0	-3.9	0.1	21.6	-1.7
COc1ccc(NC(=O)CN2CCN(CC(=O)Nc3ccccc3Cl)CC2)c(OC)c1	-2.0	-2.1	-15.2	0.5	27.6	-6.2

# Further records
SMILES,Runt-SMMHC FRET,EBV gp42 block,Mdm2 ligase inh,PPC-1+TRAIL kill,TRPN1 ag,TRPML3 ag,CHOP inh,TNF necrop inh,NCF1 inh
C=CCN(CC=C)S(=O)(=O)c1ccc(NC(=S)NC(=O)c2ccco2)cc1,2.9,9.2,-9.9,46.1,0.4,1.3,27.8,-2.9,5.1
c1ccc2[nH]c(CSc3nccs3)nc2c1,-0.4,-15.6,-7.3,-12.6,-0.1,0.7,2.3,15.2,-9.9
CCOC(=O)N1CCN(C(=O)CCCCCn2c(=S)[nH]c3cc4c(cc3c2=O)OCO4)CC1,-0.9,-3.7,0.6,29.5,0.6,0.3,-16.5,-0.3,-8.8
O=C(COC(=O)C1(c2ccc(F)cc2)CCCC1)N1CCOCC1,3.5,15.9,-11.7,-1.2,-0.6,-0.2,8.9,-0.1,-2.2
O=c1ccc2cc(S(=O)(=O)N3CCN(c4cc(Cl)ccc4Cl)CC3)ccc2o1,-3.2,-15.9,-0.7,-3.5,-0.8,-1.1,70.5*,0.9,-5.0
CC(=O)N=c1c(C#N)cc2c(=O)n3cccc(C)c3nc2n1CCCOC(C)C,81.7*,2.5,-10.2,11.6,-0.9,0.5,2.5,-1.0,-14.1
O=C(Nc1nc(-c2ccccc2)cs1)c1ccc(Br)o1,-6.4,-3.9,-8.0,24.1,-0.2,-0.9,74.4*,-0.1,-22.3
CCCN(CCC)CC(O)Cn1cc(/C=C/C(=O)c2ccccc2)c2ccccc21 (centres undefined),-89.7,-70.5,-4.5,10.6,1.1,1.8,31.0,5.0,-21.4
CC1CC(C)CN(CC(=O)N2c3ccccc3CCc3ccccc32)C1 (centres undefined),-8.3,-10.4,-23.5,19.5,-0.3,0.2,-19.9,0.5,-6.6
CCN(CC)S(=O)(=O)c1ccc(N(C)Cc2ccc(C(F)(F)F)cc2)nc1,-2.2,0.6,-15.9,18.1,3.5,1.4,55.2,-1.6,-1.3
O=C(CCC(=O)N1CCN(c2ccccn2)CC1)Nc1nnc(C2CCCCC2)s1,0.5,4.8,0.3,9.5,-0.1,-0.1,25.4,0.6,-4.7
Cc1cccc(-n2cc(-c3ccccc3)c3c(=O)[nH]cnc32)c1,0.8,6.5,-4.2,5.4,-1.7,-0.4,33.0,-0.1,-28.1
Cc1ccc(S(=O)(=O)Oc2ccccc2/C=N/NC(N)=S)cc1,1.8,1.2,-21.9,-25.6,-0.4,-0.3,53.1,-19.8,-2.0
O=C(CSc1nc2ccccc2n1Cc1ccc(Cl)cc1)N/N=C/c1ccc(C(=O)O)cc1,-9.1,21.0,-10.2,23.2,2.2,-2.5,-8.0,0.6,-4.8
O=C1/C(=C\c2cccs2)N=C(c2cccs2)N1Nc1ccccc1,-17.6,28.8,-24.8,24.4,-0.5,1.1,46.1,-1.9,-44.2
COCCNC(=O)CN(C(=O)Cn1nnc2ccccc21)c1ccc(F)c(Cl)c1,-8.2,-3.7,-1.5,15.9,-0.7,0.5,-5.9,-1.2,2.0
O=C1OCCC1Sc1nnc(-c2ccc(F)cc2)n1Cc1ccccc1 (centres undefined),2.8,-13.2,2.1,9.0,1.1,0.5,-4.4,0.3,-9.9
O=C(NCCc1ccccn1)c1ccc(OC(F)F)cc1,-0.3,-4.5,-26.9,32.0,0.6,0.8,-4.4,1.2,0.7
Cc1ccc(OCC(=O)N2CCN(c3nnc(-c4ccccc4)c4ccccc34)CC2)cc1,1.5,-3.4,-11.9,-14.4,-2.5,-0.5,56.9,-3.6,-2.2
COc1ccc2cc(/C=N/NC(=O)c3ccc(CN(c4ccc(C)c(C)c4)S(C)(=O)=O)cc3)c(Cl)nc2c1,2.5,-48.8,5.2,-18.2,0.5,0.0,20.0,-0.7,-71.1
CN1CC(=O)N(CC(=O)NCCc2ccc(F)cc2)c2ccccc2C1=O,0.6,-4.1,0.5,14.3,-0.3,0.8,10.7,-1.0,-5.9
COc1ccc(C2Nc3ccccc3C(=O)N2Cc2ccccc2)cc1Cn1nnc2ccccc21 (centres undefined),-0.9,9.6,-15.4,-8.7,-1.5,0.2,10.4,-0.2,1.9
NC(=O)C1=C[C@H](c2ccccc2)C[C@H](OCc2ccc(CO)cc2)O1,0.0,-13.0,.,4.9,2.1,0.7,13.7,1.0,.
O=C1CSC(c2cccnc2)N1C1CCCCC1 (centres undefined),0.9,-8.3,-13.2,6.4,0.1,0.3,18.1,0.5,2.3
N/C(Cc1cccc2ccccc12)=N\OC(=O)c1ccc2c(c1)OCO2,-6.5,5.6,-4.0,34.0,-0.9,0.8,31.4,-0.2,-9.0
O=C(CC1CCCCC1)NCc1ccc(F)cc1,-2.0,0.4,-3.9,-15.9,-0.5,0.4,-11.0,3.9,3.4
CCc1cc2c(NC3CCCC3)ncnc2s1,0.8,-5.0,-2.8,-6.7,4.5,2.0,28.8,-1.0,3.0
CCOc1ccc(S(=O)(=O)N(C)c2ccc(OCC(=O)NCc3ccco3)cc2)cc1,2.5,-6.5,-18.6,-18.9,-0.4,0.8,-14.0,-1.9,5.2
CN1CCN(c2ccc(Cl)cc2NC(=O)c2ccc(S(=O)(=O)N(C)C)cc2)CC1,1.3,-27.2,8.0,19.9,1.1,0.9,-18.5,0.0,-5.4
